RGS4 inh: blocks human RGS4-accelerated GTP hydrolysis. P49798. Transcreener GDP fluorescence polarization, RGS4-accelerated GTP hydrolysis. Potency, µM (top dose mostly 114 µM), inactives show at the top dose activity change, negative = inhibition, most hits filed as inhibitors. 390,000 compounds, 0.039% hits. AID 504845; note: % is set by controls: 0 for no effect and ±100 for the full control effect; nearly all actives have a fitted effect of over 75% in size; some results filed as inactive show a strong effect at the top dose
Target sequence (P49798 whole entry, looked up): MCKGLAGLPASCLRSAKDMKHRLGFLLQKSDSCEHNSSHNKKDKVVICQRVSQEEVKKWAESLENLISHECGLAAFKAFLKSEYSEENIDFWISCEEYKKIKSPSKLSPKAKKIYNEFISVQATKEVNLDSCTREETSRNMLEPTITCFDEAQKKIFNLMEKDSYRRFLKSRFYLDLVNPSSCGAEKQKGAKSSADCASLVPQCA
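MLSMR compounds (23 nl, pin-transferred) preincubated 10 min at room temperature with a 500nM (2x) first reagent, then RGS4 at 900nM (2x) plus Transcreener GDP mix added; fluorescence polarization (620/688 nm) read before and after 90 min at 30 °C.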
HP1b binding inh: HP1-beta chromodomain-methylated histone interaction inhibition | Potency, µM (titrated, usually from 114 µM), without a hit: at the highest dose activity change, negative = inhibition, usual class: inhibitors | 390,000 compounds, 0.56% hits | P83916 | AlphaScreen HP1-beta / biotin-H3K9me3 peptide binding; note: nearly all actives have a fitted effect of over 70% in size; inactives centre near 23
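HP1-beta protein (50 nM final) preincubated 30 min at room temperature with biotinylated H3(1-18)K9me3 peptide (50 nM) in PBS pH 7.4, 0.01% Tween-20, then compound added for 30 min. AlphaScreen streptavidin donor/nickel chelate acceptor beads (10 ug/mL final), 30 min dark, luminescence read.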
ERG Ets-DNA blk: blocks human ERG Ets domain binding to DNA; fluorescence polarization, His-ERG Ets domain / labelled DNA; Potency, µM (series often up to 76.9 µM), without a hit: at the highest dose FP activity, negative = inhibition, actives largely listed as inhibitors; 370,000 compounds, 0.028% hits; active = well fitted inhibition curve with a large enough effect in the polarisation, with a control signal flat; inconclusive = small, poorly fitted or top-dose-only effect, or effect the other way, or a change in a side signal; inactive = no such curve, though single readings can be large or run the other way; the % refers to the polarisation;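 note: polarization taken with two DNA probes labelled with fluorescein and Texas red; % of control where 0% means no effect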
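His-tagged ERG Ets domain (1 uM in the protein solution; 300mM KCl, 50mM Tris-HCl, 1mM EDTA, 1mM DTT, pH 7.5) received compound, then a probe mix of 5 nM fluorescein-DNA and 100nM Texas-615-DNA. Fluorescence polarization was read for both dyes.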
PGK inhibitor: inhibitors of T. brucei phosphoglycerate kinase. P07378. PGK/GAPDH coupled, Kinase-Glo luminescence, 60 min. Potency, µM (highest dose often 57.5 µM), without a hit: at the highest dose activity change, negative = inhibition, actives largely listed as inhibitors. 380,000 compounds, 0.043% hits; note: % is set by controls: 0 for no effect and ±100 for the full control effect; nearly all actives have a fitted effect of over 60% in size
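Recombinant glycosomal PGK reaction used 1,3-bisphosphoglycerate generated in-well by GAPDH (100nM final) in 100mM TEA pH 7.6, 5mM MgCl2, 0.01% Tween-20. After 60 minutes at room temperature, ATP was read by Kinase-Glo Plus luminescence end-point.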
Pin1 inhibitor: inhibitors of human Pin1; Pin1 FP peptide displacement, HiFluor488, 10 min; 390,000 compounds, 0.009% hits; Q13526; Potency, µM (series often up to 115 µM), without a hit: at the highest dose activity, negative = inhibition, usual class: inhibitors; active = well fitted inhibition curve with a large enough effect in the polarisation, with a control signal flat, not every such curve was filed as active; inconclusive = small, poorly fitted or top-dose-only effect, or effect the other way, or a change in a side signal; inactive = no such curve, though single readings can be large or run the other way; the % refers to the polarisation; note: % is set by controls: 0 for no effect and ±100 for the full control effect
Target sequence (Q13526 whole entry, looked up): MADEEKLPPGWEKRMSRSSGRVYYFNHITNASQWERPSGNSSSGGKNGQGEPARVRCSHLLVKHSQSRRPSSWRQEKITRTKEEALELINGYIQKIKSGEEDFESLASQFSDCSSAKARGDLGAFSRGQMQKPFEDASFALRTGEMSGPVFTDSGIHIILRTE
ALOX12 inh: blocks human arachidonate 12S-lipoxygenase. purified 12hLO, xylenol orange hydroperoxide absorbance. 580,000 compounds, 1.1% hits. P18054. Potency, µM (doses to about 108 µM), without a hit: top-dose activity change, negative = inhibition, hits mostly inhibitors; note: % is set by controls: 0 for no effect and ±100 for the full control effect
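Purified human 12hLO (150 nM final) in 25 mM Hepes, 0.01% Triton X-100, pH 7.0 was preincubated 15 min at room temperature with compound. Then 40 uM arachidonic acid was added, 30 min. Hydroperoxide was read by Fe-XO absorbance ratio 573/405 nm.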
JMJD2A Tudor inh: JMJD2A Tudor domain (human) inhibition | AlphaScreen JMJD2A-Tudor / H3K4me3 peptide binding | Potency, µM (top dose mostly 114 µM), without a hit: at the top dose activity change, negative = inhibition, hits mostly inhibitors | 390,000 compounds, 4.4% hits; note: % is set by controls: 0 for no effect and ±100 for the full control effect; nearly all actives have a fitted effect of over 50% in size
GLS inhibitor: blocks human kidney-isoform glutaminase activity | 410,000 compounds, 0.21% hits | AID 624170 | O94925 | Potency, µM (highest dose often 45.5 µM), for the others: at the highest dose activity change, negative = inhibition, hits mostly inhibitors | GLS enzymatic activity, qHTS titration; note: % is set by controls: 0 for no effect and ±100 for the full control effect
Target sequence (O94925 whole entry, looked up, canonical isoform): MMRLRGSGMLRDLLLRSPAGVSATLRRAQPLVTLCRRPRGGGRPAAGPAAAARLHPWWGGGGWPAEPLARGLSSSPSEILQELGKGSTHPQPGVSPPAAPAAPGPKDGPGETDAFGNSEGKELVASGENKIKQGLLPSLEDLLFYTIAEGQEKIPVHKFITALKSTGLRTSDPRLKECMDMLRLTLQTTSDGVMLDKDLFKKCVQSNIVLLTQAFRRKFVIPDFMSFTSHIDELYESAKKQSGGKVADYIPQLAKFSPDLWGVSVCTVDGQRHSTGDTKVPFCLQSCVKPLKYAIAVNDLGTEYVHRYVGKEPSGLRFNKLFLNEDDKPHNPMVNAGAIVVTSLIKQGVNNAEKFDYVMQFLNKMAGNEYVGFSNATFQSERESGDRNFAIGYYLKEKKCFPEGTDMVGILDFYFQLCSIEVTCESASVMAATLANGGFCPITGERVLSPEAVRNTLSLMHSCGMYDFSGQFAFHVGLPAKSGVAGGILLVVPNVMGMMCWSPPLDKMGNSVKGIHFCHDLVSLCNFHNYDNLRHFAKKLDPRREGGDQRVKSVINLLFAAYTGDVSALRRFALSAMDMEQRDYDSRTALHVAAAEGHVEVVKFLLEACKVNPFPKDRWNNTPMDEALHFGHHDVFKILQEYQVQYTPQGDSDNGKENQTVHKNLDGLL
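Two-point fluorescence kinetic (t0, 30 min RT) for hKGA; glutamate detected via glutamate oxidase–HRP–Amplex Red. Substrate: 1 mM L-glutamine solution; buffer 45 mM KH2PO4, pH 8.2.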
TrxR1 inh: inhibitors of rat thioredoxin reductase 1; O89049; recombinant rTrxR1, NADPH fluorescence consumption, selenite substrate; Potency, µM (titrated, usually from 114 µM), without a hit: at the highest dose activity change, negative = inhibition, actives largely listed as inhibitors; 390,000 compounds, 1% hits; AID 588453; note: % is set by controls: 0 for no effect and ±100 for the full control effect; nearly all actives have a fitted effect of over 65% in size
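Rat TrxR1 (90 nM in the dispensed reagent) was pre-reduced with 400 uM NADPH for 5 min at room temperature, then incubated with compound for 15 min. After 400 uM selenite was added, NADPH fluorescence (Ex 340/Em 450 nm) was followed for 8 min.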
The depositor's hits bear a star; i = inactive; ? = inconclusive; . = not tested or not shown; [ ] = dose if it differs, or a comment. Unless noted, calls come from the whole dose curve; as a rule, active = well fitted curve in the direction sought with a large enough effect; inconclusive = small, poorly fitted or top-dose-only effect, or another doubt; inactive = no such curve, though single readings can be large; an effect the other way counts as inactive or inconclusive. Potency is the fitted concentration of half-maximal effect.

SMILES	RGS4 inh	HP1b binding inh	ERG Ets-DNA blk	PGK inhibitor	Pin1 inhibitor	ALOX12 inh	JMJD2A Tudor inh	GLS inhibitor	TrxR1 inh
NCC(c1ccccc1)c1c[nH]c2ccccc12 (stereo unspecified)	-33%	10%	-7%	-9%	-11%	15%	?	5%	-10%
COC(=O)C1=C(C)N(c2cccc(C(C)=O)c2)C(=O)C1	16%[11.4 µM]	16%	2%	i	0%	?	-10%[57.1 µM]	-4%	-73%
CCC1(C)CC2(CCCN(CCC(O)(c3ccccc3)c3ccccc3)C2)CCO1 (stereo unspecified)	-2%	-10%	6%	-2%	-2%	?	-8%	6%	-3%[57.1 µM]
Clc1ccccc1OCc1nnc(-c2ccccc2)o1	-22%	46%[activator]	-1%	0%	0%	-5%	?	1%	32%[57.1 µM]
CCOC(=O)C(C(=O)Nc1cccc(C)c1)C1CCCCC1 (stereo unspecified)	13%	25%	.	-4%[11.5 µM]	0%	17%	-9%	-2%	21%
COc1ccc2c(c1)c1ncn(CC3CCCO3)c(=O)c1n2C (stereo unspecified)	2%	3%	3%	-8%	5%	?	-18%	-3%	53%
COC(=O)[C@]1(C)N[C@H](CN(C)S(=O)(=O)c2ccc(OC(F)(F)F)cc2)[C@@H]2C(=O)N(C)C(=O)[C@@H]21	-7%	19%	-5%	-1%	1%	?	-3%	-2%	9%
CS(=O)(=O)c1cccc(NC(=O)c2ccc(Cl)c(Cl)c2)c1	-3%	12%	5%	-4%	4%	0%	-12%	12%	6%[57.1 µM]
Cc1ccc(-n2cc(-c3ccccc3)c3c(NC4CCCC4)ncnc32)cc1	15%	29%	3%	-1%	-2%	0%	-15%	8%	18%[57.1 µM]
COc1ccc(C(=O)Nc2c(C)cc(C)cc2C)cc1OC	0%	43%[activator]	7%	-7%	10%	-3%	0%	-1%	22%
COCCNC(=O)/C(C#N)=C/c1cccc(OCc2ccccc2)c1	-44%	32%	2%	-12%	-1%	-15%	-18%	-14%	?
COc1ccccc1CNc1ccc(-c2nc(-c3cccnc3)no2)cc1[N+](=O)[O-]	7%	14%	5%	-1%	2%	-17%	-6%	-6%	14%
COc1cc(C(=O)Nc2nc3ccc(C)cc3s2)ccc1OCc1c(C)noc1C	-16%	32%	-3%	-8%	12%	-51%	3%	-12%	-4%
COc1ccccc1CNS(=O)(=O)c1cc(Br)cc2c1N(C(C)=O)C(C)C2 (stereo unspecified)	-6%	38%	0%	-8%	1%	0%	-4%	-10%	6%
CCC(=O)c1cccc(-c2ccccc2)c1CC	9%	168%[activator]	-2%	5%	-1%	-2%	121%[activator]	1%	-4%
CC1CCN(c2c(NCc3ccc(C(=O)N4CCc5ccccc54)cc3)c(=O)c2=O)CC1	5%	17%	1%	1%	17%	8%[57.4 µM]	-23%	12%	-3%
Cn1ccsc1=NC(=O)c1ccc(S(=O)(=O)C(F)F)cc1	3%	-9%	8%	-7%	1%	-25%	-21%	5%	-9%
CCOC(=O)c1[nH]c2ccc(OC)cc2c1NC(=S)N1CCN(c2ccccn2)CC1	-6%	27%	-10%	-13%	-3%	0%	-21%	-1%	7%
Cc1ccc(CSC2=Nc3ccccc3C3=NC(CC(=O)NCc4ccco4)C(=O)N23)cc1 (stereo unspecified)	-9%	9%	0%	i	-8%	10%	?	-21%	?
O=C(CC(=O)N1CCOCC1)N1CCOCC1	-4%	11%[57 µM]	1%	3%	-5%	-1%	3%	4%	7%[57.1 µM]

Two successive compounds out of the list so far, for reference:
SMILES	RGS4 inh	HP1b binding inh	ERG Ets-DNA blk	PGK inhibitor	Pin1 inhibitor	ALOX12 inh	JMJD2A Tudor inh	GLS inhibitor	TrxR1 inh
Cn1ccsc1=NC(=O)c1ccc(S(=O)(=O)C(F)F)cc1	3%	-9%	8%	-7%	1%	-25%	-21%	5%	-9%
CCOC(=O)c1[nH]c2ccc(OC)cc2c1NC(=S)N1CCN(c2ccccn2)CC1	-6%	27%	-10%	-13%	-3%	0%	-21%	-1%	7%

Additional results:
SMILES	RGS4 inh	HP1b binding inh	ERG Ets-DNA blk	PGK inhibitor	Pin1 inhibitor	ALOX12 inh	JMJD2A Tudor inh	GLS inhibitor	TrxR1 inh
O=C(CCCOc1ccccc1)n1nnc2ccccc21	-16%	3%	2%	-2%	4%	-1%	-13%	-2%	15%
CN(C)S(=O)(=O)c1cccc(C(=O)NCC(=O)NC2CCN(Cc3ccccc3)CC2)c1	-1%	10%	3%	i	-15%	-11%	-12%	-13%	18%
CC1(C)CC(=O)C(C=NCCN2CCN(C(=O)CC3CCCC3)CC2)=C(O)C1	-14%	44%[activator]	-2%	i	-14%	24%	-9%	-3%	?
CCOc1ccc(OCc2ccc(C(=O)NCC3CCCO3)o2)cc1 (stereo unspecified)	8%	24%	.	.	-6%	-13%	-11%	2%	20%
COc1ccc(CN2C(=O)[C@@H]3C(c4ccccc4Cl)=NO[C@@H]3C2=O)cc1	-32%	59%[activator]	-1%	i	12%	4%	-16%	-1%	23%[57.1 µM]
CCOC(=O)C1CCN(C(c2cc3ccc(C)cc3[nH]c2=O)c2nnnn2C2CCCCC2)CC1 (stereo unspecified)	-2%	7%	7%	19%	3%	?	-18%	6%	?
CC(OC(=O)c1cccnc1)C(=O)Nc1ccc2c(c1)OCO2 (stereo unspecified)	12%[56.9 µM]	36%[activator]	1%	-1%	2%	2%	-12%	-14%	9%
COc1cc(NC(=O)CSc2nnnn2Cc2ccccc2)cc(OC)c1	13%[56.9 µM]	17%	3%	5%	3%	0%	-12%	-3%	?
CCOC(=O)c1c(NC(=O)c2ccc(S(=O)(=O)N3CCOCC3)cc2)sc2c1CC(C)(C)NC2(C)C	30%	28%	-5%	19%	8%	7%	-8%	4%	?
CCOC(=O)N1CCN(c2ccccc2OC)CC1	-1%	18%	20%	1%	-10%	149%[activator]	-7%	5%	0%[57.1 µM]
COc1ccccc1CNc1ncnc2c1c(-c1ccccc1)cn2-c1cccc(C)c1	4%	24%	-9%	i	-2%	-23%	-17%	2%	7%[57.1 µM]
CS(=O)(=O)c1sc(C(=O)NC(=O)Nc2cccc(C(F)(F)F)c2)c2c1C=CCC2	15%	26%	-5%	-6%	-9%	4%	-10%	2%	32%
Cc1ccc(NC(=O)Cn2cc(C=O)c3ccccc32)cc1C	17%	39%[activator]	-2%	-8%	5%	0%	-9%	3%	25%
Cn1c(Cn2c(=O)sc3ccccc32)nnc1SCC(=O)NCC1CCCO1 (stereo unspecified)	1%	52%[activator]	-6%	-7%	-6%	384%[activator]	-7%	-1%	16%[57.1 µM]
CCc1c(C(=O)N/N=C/c2cn[nH]c2-c2ccc(F)cc2)csc1C	-15%	27%	0%	i	3%	17%	-6%	2%	?
COc1cc2cc(CNc3ccccc3)c(=O)n(CC(=O)Nc3ccccc3)c2cc1OC	-11%	-15%	2%	-3%	?	-2%	-6%	?	17%[57.1 µM]
CC1CCc2c(C(=O)Nc3ccc(OC(F)(F)F)cc3)csc2C1 (stereo unspecified)	4%	15%	-2%	4%	-1%	-5%	-12%	1%	1%
CCOc1cc(Br)c(C(=O)O)cc1OCC	8%	19%	2%	-2%	-1%	-38%	4%	-4%	-1%
COC(=O)COc1ccc2oc(=O)cc(C)c2c1	-7%	24%	1%	-9%	-9%	7%	-8%	-2%	-15%
COc1ccc(C)cc1C1=Nc2ccccc2C1(C)C	22%	30%	2%	7%	4%	-22%	-9%	11%	-5%

Entries listed so far with two or more sulfur atoms (4):
SMILES	RGS4 inh	HP1b binding inh	ERG Ets-DNA blk	PGK inhibitor	Pin1 inhibitor	ALOX12 inh	JMJD2A Tudor inh	GLS inhibitor	TrxR1 inh
Cn1ccsc1=NC(=O)c1ccc(S(=O)(=O)C(F)F)cc1	3%	-9%	8%	-7%	1%	-25%	-21%	5%	-9%
CCOC(=O)c1c(NC(=O)c2ccc(S(=O)(=O)N3CCOCC3)cc2)sc2c1CC(C)(C)NC2(C)C	30%	28%	-5%	19%	8%	7%	-8%	4%	?
CS(=O)(=O)c1sc(C(=O)NC(=O)Nc2cccc(C(F)(F)F)c2)c2c1C=CCC2	15%	26%	-5%	-6%	-9%	4%	-10%	2%	32%
Cn1c(Cn2c(=O)sc3ccccc32)nnc1SCC(=O)NCC1CCCO1 (stereo unspecified)	1%	52%[activator]	-6%	-7%	-6%	384%[activator]	-7%	-1%	16%[57.1 µM]

(continued)
SMILES	RGS4 inh	HP1b binding inh	ERG Ets-DNA blk	PGK inhibitor	Pin1 inhibitor	ALOX12 inh	JMJD2A Tudor inh	GLS inhibitor	TrxR1 inh
CCCCOc1ccc(C(O)(CC)CCN2CCOCC2)cc1 (stereo unspecified)	-1%	28%	.	5%	0%	-25%	-3%	10%	?
CC(C)CNC(=O)N[C@@H](CC(C)C)C(=O)O	24%[11.4 µM]	16%	-10%	-6%	-8%	-18%	-9%[11.4 µM]	-8%	2%
COc1ccc([C@H]2Cc3cccc(O)c3C(=O)O2)cc1O	-9%	42%[activator]	-1%	-6%	-5%	2%	-11%	-4%	-3%[57.1 µM]
CCOc1ccc(OCC)c(NC(=O)c2cc3ccccn3n2)c1	-16%	?	1%	0%	-12%	-12%	?	-3%	-5%[57.1 µM]
O=C(Nc1ccccc1)c1cccc(C(=O)Nc2ccccc2)n1	10%	32%	4%	8%	-1%	426%[activator]	-8%	0%	-1%

Assay outcomes as filed in PubChem.

This is a subset; rates above refer to the full screens.
